High-throughput results deposited in PubChem BioAssay by NCI.
All columns: NCI-60 one-dose screen, growth in % after 48 h at 10 µM unless noted; 100 = growth as untreated, 0 = no growth, -100 = all killed.
KM12 – KM12 colon cancer cells; AID 1794800; hit rate 5% among 82,000
SW-620 – SW-620 colon cancer | hit rate 5.2% among 82,000 | AID 1794795
IGROV1 – IGROV1 ovarian cancer; hit rate 4.7% among 79,000
HT29 – HT29 colon cancer. hit rate 7.4% among 81,000
SK-OV-3 – SK-OV-3 ovarian cancer cells; hit rate 3.2% among 80,000
HCT-15 – HCT-15 colon cancer | hit rate 5.2% among 82,000
COLO 205 – COLO 205 colon cancer. hit rate 7.3% among 79,000
OVCAR-4 – OVCAR-4 ovarian cancer cells. hit rate 3.7% among 80,000
HCT-116 – HCT-116 colon cancer. hit rate 7.3% among 82,000
* hit, by the source's call; . = no result given; & = joins results of further samples. The calls were made as follows: active = growth percent below 10; inactive = the rest.

Each structure is followed by: KM12, SW-620, IGROV1, HT29, SK-OV-3, HCT-15, COLO 205, OVCAR-4, HCT-116
Cn1cc(-c2nn3cc(-c4nccs4)nc3s2)c2ccccc21
 : 68, 96, 87, 82, 94, 62, 85, 93, 88
N#CC1C(=O)NC(=O)C(C#N)C1CCc1ccccc1 (stereo not given)
 : 98, 106, 86, 108, 98, 98, 99, 85, 89
O=C(Nc1nc(-c2ccccc2)nc2c1sc(=S)n2-c1ccccc1)C(F)(F)F
 : 91, 103, 106, 95, 92, 88, 115, 92, 79
CCCCC(O)Cn1ncc(C(=O)N/N=C\c2ccc(OC(F)F)c(OC3CCCC3)c2)c1N (stereo not given)
 : 84, 95, 95, 98, 77, 64, 90, 61, 51
Cc1ccc2oc(=O)c(/C=C(\O)c3ccc(Cl)cc3)nc2c1
 : 103, 115, 136, 106, 110, 99, 118, 89, 106
O=c1[nH]c2ccccc2c2ccc(Cl)cc12
 : 97, 100, 93, 94, 94, 101, ., 81, 86
CC1(C)CC(C#N)C(=O)O1 (stereo not given)
 : 143, 110, ., 93, 107, 109, 108, ., 111
Cc1ccc(C)c2c1sc1nc3nc4sc5cc(Cl)c(Cl)cc5n4c(=N)c3c(=N)n12
 : 114, 109, ., 100, 97, 104, 116, 98, 105
CCN(CC)c1ccc2c(c1)Oc1nc(N)c(C#N)c(N)c1C2Sc1ccc(C)cc1 (stereo not given)
 : -49*, -62*, -87*, -24*, -89*, -84*, -54*, -97*, -80*
COc1cc(-c2nc3ccccn3c2N)ccc1O
 : 110, 108, 118, 107, 108, 100, 115, 89, 113
O=C(OC(=O)C(c1ccccc1)C1CCCCC1)C(c1ccccc1)C1CCCCC1 (stereo not given)
 : 98, 105, ., 100, 106, 101, 111, 110, 104
Cc1ccc(NC(=O)C(F)(F)F)cc1
 : 111, 108, 109, 105, 113, 104, 109, 109, 101
O=c1c2c(O)cccc2oc2c3c(cc(O)c12)O[C@H]1OC=C[C@@H]31
 : 82, 78, 77, 89, 79, 88, 75, 94, 87
CCCCC1COc2cccc3c(SCC(=O)N(C)c4ccccc4OC(F)(F)F)cc[n+]1c23 (stereo not given)
 : 108, 106, 109, 108, ., 111, 101, 105, 100
O=C1/C=C/[C@@H](O)[C@@H]2C[C@@H](O)C[C@H]2/C=C/CCC[C@@H](O)CCO1
 : 77, 106, 108, 92, 90, 107, 114, 85, 111
COc1ccc(/C=C(/c2ccccc2)[N+](=O)[O-])cc1
 : -36*, -58*, -26*, -27*, 9.1*, -35*, -72*, -59*, -72*
COc1cc(/C=N/NC(=O)c2cn3c4c(c(N5CCN(C)CC5)c(F)cc4c2=O)OCC3C)ccc1O (stereo not given)
 : 108, 101, 100, 108, 99, 98, 121, 102, 103
CCOC(=O)CSc1nc(-c2cnccn2)cc(-c2cccs2)c1C#N
 : 100, 94, 97, 91, 85, 86, 97, 87, 90
CC1Cc2c(ncn3cnnc23)N(C)c2ccccc21 (stereo not given)
 : 102, 100, 108, 111, 117, 98, 116, 97, 103
Cc1c(C)c(CO)c(C)c(C)c1CO
 : 103, 104, 90, 93, 96, 100, 105, 97, 93
CC[C@H]1c2ccccc2[C@@H](C(=O)O)N(C(C)=O)c2ccc(C)cc21
 : 107, 101, 102, 109, 105, 103, 115, 104, 94
O=c1[nH]c(OCc2ccc(F)cc2)nc2sc3cc(O)ccc3c12
 : 87, 99, 81, 98, 94, 82, 108, 49, 83
COc1ccc(C2CC(c3ccc(Nc4nc(NCCO)nc(N5CCOCC5)n4)cc3)=Nc3c(N)nc(N)nc3N2)cc1 (stereo not given)
 : 89, 101, 105, 102, 109, 100, 109, 104, 100
COc1ccc(CCc2ccnc3ccccc23)cc1
 : 99, 102, 99, 81, 95, 86, 106, 63, 87
C#Cc1cccc(Nc2ncnc3cc(OCCOC)c(OCCOC)cc23)c1
 : 78, 75, 8.0*, 53, -22*, 39, 61, 54, 54
NNC(=O)c1sc2nc(-c3cnccn3)cc(-c3cccs3)c2c1N
 : 93, 110, 89, 106, 92, 90, 102, 74, 99
COc1ccc(/C=C/C(=O)c2ccc(NC(=O)CSc3nnc(-c4ccc5nc(-c6ccccc6)[nH]c5c4)o3)cc2)cc1OC
 : 103, 109, 101, 109, 112, 101, 124, 106, 94
COC(=O)c1ccc(-n2cc(CCCNC(=O)c3ccc(C)cc3)nn2)cc1
 : 106, 105, 99, 108, 108, 99, 116, 100, 99
Cn1cc(-c2csc(-c3c[nH]c4ccc(F)cc34)n2)c2cccnc21
 : 21, 27, 42, 11, 65, 19, 36, ., 23
CC(=O)O[C@H]1CC[C@]2(C)[C@H]3CC=C4[C@@H]5CC(C)(C)CC[C@]5(C(=O)NCCNCCN)CC[C@@]4(C)[C@]3(C)CC[C@H]2C1(C)C
 : 20, -85*, -64*, -93*, 96, -89*, -93*, -25*, -91*
CC(C)(C)c1cc(/C=N\O)cc(C(C)(C)C)c1O
 : 83, 105, 108, 109, 110, 99, 119, 103, 113
Cc1ccc2nc(COc3ccc(C(=O)NN4C(=O)c5c(Cl)c(Cl)c(Cl)c(Cl)c5C4=O)cc3)[nH]c2c1
 : 103, 107, 105, 114, 114, 101, 121, 103, 103
CCCCc1nc(Cl)c(C2CC(c3ccc(Cl)cc3)=NN2c2cc(Cl)cc(Cl)c2)[nH]1 (stereo not given)
 : 89, 17, 71, 85, 92, 87, 96, 64, 64
CCN1CCN(C(=O)[C@]23CCC(C)(C)C[C@H]2C2=CC[C@@H]4[C@@]5(C)C/C(=C/c6ccco6)C(=O)C(C)(C)[C@@H]5CC[C@@]4(C)[C@]2(C)CC3)CC1
 : 92, 83, 98, 68, 110, 58, 109, 73, 54
Cc1nn(-c2ccccc2)c(N2CCCC2)c1-c1nc2ccc(C(=O)NN=Cc3cccc(O)c3)cc2[nH]1
 : 96, 100, 102, 111, 100, 109, 105, 100, 103
CC(c1ccccc1)N1CSc2nc3ncncc3n2C1 (stereo not given)
 : 22, 41, 45, 30, 25, 37, 33, 27, 19
CNC(=O)c1cc(N2CCc3cc(NC(=O)Nc4cccc(C(F)(F)F)c4)ccc32)ccn1
 : 19, 95, 65, 61, 82, 32, 55, 59, 44
Cc1ccc2nc(NC(=O)CSc3nc(-c4ccccc4)c(C#N)c(N4CCOCC4)n3)sc2c1
 : 98, 95, 53, 83, 96, 82, 100, 82, 82
O=C(Nc1ncc(Cc2cccc(Cl)c2)s1)C1=NCCCN1
 : 102, 100, 103, 106, 100, 102, 102, 96, 97
CC(C)(C)Nc1nc2cc(Cl)c(Cl)cc2nc1S(C)(=O)=O
 : 81, -74*, 45, 47, 73, -36*, 31, -6.3*, 13
O=C1NC(=NC23CC4CC(CC(C4)C2)C3)N/C1=C\c1ccc2ncccc2c1
 : 24, 1.2*, 9.0*, 1.5*, -57*, -12*, 19, -14*, 3.2*
O=S(=O)(Nc1ncccn1)c1ccc(Nc2nc(-c3ccncc3)cs2)cc1
 : 96, 103, 150, 125, 97, 101, 88, 115, 95
O=c1[nH]n(-c2nnc3n2N=C(c2ccc(Br)cc2)CS3)c(=O)c2ccccc12
 : 113, 99, 91, 97, 106, 95, 103, 96, 97
N#Cc1c(-c2ccc(Cl)cc2Cl)nc(SCC(=O)c2ccc(Br)cc2)[nH]c1=O
 : 89, 101, 99, 97, 108, 81, 119, 95, 75
Nc1nc(N)nc(-c2ccccc2-c2nc(N)nc(N)n2)n1
 : 104, 106, 93, ., 105, 102, 146, 114, 108
CCOc1ccc(NC(=O)CSc2oc(-c3ccccc3)nc2S(=O)(=O)c2ccccc2)cc1
 : 92, 105, 92, 99, 113, 91, 104, 66, 55
Oc1cccnc1CN1CCOCC1
 : 108&112, 101&109, 109&106, 106&98, 105&101, 104&105, 110&102, 95, 103&104
CCOC(=O)c1c2c(n3cccc(F)c13)C(=O)c1ncccc1C2=O
 : 19, -7.7*, 34, 8.7*, -4.8*, 13, 7.0*, 24, -11*
CC(=O)Nc1ccc(S(=O)(=O)CCc2ccccn2)cc1
 : 109, 109, 103, 89, 83, 106, 107, 109, 106
Nc1nc(-c2ccc(F)cc2)cc(-c2ccc(OCc3nc4ccccc4[nH]3)cc2)n1
 : 90, 90, 91, 89, 104, 91, 91, 71, 66
COc1ccc(-c2nc(N)nc(C)c2-c2ccc(Cl)cc2)c(O)c1
 : ., 106, 94, 98, 104, 83, 107, 90, 96
CCCn1c(NC(=O)c2cccc(C(N)=O)c2)nc2ccccc21
 : 34&29, 114&115, 100&101, 103&93, 154&117, 88&84, 109&97, 118&98, 89&84
COc1ccc(NC(=O)c2sc3nc(-c4cnccn4)cc(-c4cccs4)c3c2N)cc1
 : 61, 65, 86, 21, 23, 66, 65, 82, 62
CCCCN(N=C(c1ccccc1)c1ccccc1)c1ccccc1
 : 90, 91, 106, 75, ., 99, 120, 99, 77
O=[N+]([O-])c1cccc(C=Nc2ccccc2O)c1
 : 86, 108, 102, 101, 111, 85, 116, 111, 91
O=C(/C=C/c1cc(-c2ccc3c(c2)OCO3)n[nH]1)c1ccc2c(c1)OCO2
 : 95, 94, 92, 100, 109, ., 98, 71, 93
Cc1c(C(=O)/C=C/Nc2ccc(C(=O)O)cc2)sc2nc3ccccc3n12
 : 102, 105, 114, 106, 109, 106, 115, 95, 103
CC(=O)OC1CC(C)=C2C(=O)C=C(C)[C@@H]2[C@H]2OC(=O)[C@H](C)[C@H]12 (stereo not given in full)
 : 100, 106, 101, 110, 112, 101, 111, 106, 97
Oc1c(I)cc(I)cc1CNCCN(Cc1ccccn1)Cc1ccccn1
 : -39*, -42*, -66*, -37*, -75*, -30*, -35*, -48*, -45*
c1ccc2[nH]c(-c3ccc(-c4nccc5c4[nH]c4ccccc45)cc3)nc2c1
 : 77, 68, 94, 4.4*, 104, 39, 45, 23, 16

(further entries)
Each structure is followed by: KM12, SW-620, IGROV1, HT29, SK-OV-3, HCT-15, COLO 205, OVCAR-4, HCT-116
COc1ccc2c(c1OC)C(=O)OC2C1c2c(c(COC(=O)C(CC(C)C)NC(=O)OC(C)(C)C)c3c(c2OC)OCO3)CCN1C (stereo not given)
 : 102, 98, 98, 100, 103, 105, 101, 102, 88
COc1cc2c(cc1O)CCN1C[C@@H](CC(C)C)[C@H](O)C[C@H]21
 : 106, 109, ., ., 116, 109, 121, 97, 106
N#C/C(=C/n1nc2cc(Cl)c(Cl)cc2n1)c1ccc([N+](=O)[O-])cc1
 : 54, 88, 71, 61, ., 89, ., 74, 43
O=C(CC1Sc2ccccc2NC1=O)NNc1ccc(Cl)c(Cl)c1 (stereo not given)
 : 104, 100, 80, 101, 94, 106, 81, 101, 97
c1ccc(C(Nc2cccnc2)c2ccccc2)cc1
 : 92, 96, 105, 102, 106, 89, 116, 99, 94
Cn1c2ccc(F)cc2c2n[nH]c(=O)nc21
 : 102, 107, 109, 102, 95, 104, 110, 91, 99
COc1ccc(CSc2nc3ccc(Cl)cc3c(=O)n2-c2ccc(C)cc2)cc1
 : 96, 99, 99, 107, 100, 97, 109, 93, 99
O=C(Nc1ncc(Cc2ccccc2)s1)c1sc2ccccc2c1Cl
 : 12, 20, 33, 12, 29, 27, 17, 68, 25
C#CCOc1ccc(C(Nc2cc(C)cc(C)c2)c2nnnn2C2CCCCC2)cc1 (stereo not given)
 : 100, 94, 82, 96, 107, 87, 107, 89, 67
Cc1ccc(NC(C(=O)c2ccccc2)c2ccccc2)cc1 (stereo not given)
 : 24, 67, 58, 47, 96, 86, 42, 50, 36
Nc1cccc2c(=O)[nH][nH]c(=O)c12
 : 106, 98, 95, 92, 108, 103, 108, 104, 92
COc1ccc(C(O)c2cc3c(N)c(C(=O)Nc4cccc(Br)c4C)sc3nc2C)cc1 (stereo not given)
 : 11, 26, 25, -16*, 31, 19, -7.1*, 47, 13
NS(=O)(=O)c1ccc(C(=O)N2N=C(c3ccc(F)cc3)CC2c2ccccc2)cc1 (stereo not given)
 : 102, 94, 96, 101, 107, 96, 104, 99, 91
Fc1cccc(Cn2cc(CSc3nc4ccccc4s3)nn2)c1
 : 98, 103, 98, 100, 105, 105, 107, 97, 97
C[C@@H]1C(=O)O[C@H]2[C@H]1CC/C(COC(=O)OCCCCCOC(=O)OC/C1=C/CC[C@@]3(C)O[C@H]3[C@H]3OC(=O)[C@@H](C)[C@@H]3CC1)=C\CC[C@@]1(C)O[C@@H]21
 : 101, 102, 103, 106, 100, 96, 92, 89, 100
CCN(CC)CCn1c(O)c(N=Nc2ccc(S(N)(=O)=O)cc2)c2ccccc21
 : 102, 95, 98, 109, 104, 105, 110, 106, 106
CCOC(=O)c1sc(Nc2nc(O)c(C3=c4cc(F)ccc4=NC3=O)s2)nc1C
 : 108, 122, 105, 110, 108, 100, 115, 98, 104
O=C(/C=C/c1c[nH]c2ccc(Br)cc12)c1ccccc1
 : 63, 106, ., 85, 169, 72, 119, 80, 61
Cc1[nH]c(-c2nc3ccccc3[nH]2)c(C)c1C(=O)N[C@@H](C)c1ccccc1
 : 96, 99, 101, 106, ., 95, ., 93, 97
CC12CCC(O)CC1=CCC1C2CCC2(C)C3=NN=CC3CC12 (stereo not given)
 : 94, 103, ., 99, 115, 95, 112, 107, 108
Fc1cc(-c2nnc3n2NC(=Nc2ccc(Cl)cc2)CS3)c(Cl)cc1Cl
 : 61, 96, 57, 94, 90, 97, 96, 90, 91
COc1ccc(NC(=O)Nc2ccc(OCCCCCC(=O)NO)cc2)cc1
 : 103, 100, 115, 89, 97, 117, 110, 122, 92
COc1ccc2c(c1)nc(NNC(=O)c1cnccn1)c1cccn12
 : 25, 30, 16, 27, 26, 21, 7.2*, 18, 20
O=Cc1ccc2ccccc2c1
 : 108, 106, 113, 114, 97, 105, 107, 105, 100
COc1cccc(/C=N\NC(=O)CCCC(=O)N/N=C/c2cccc(OC)c2)c1
 : 109, 105, 122, ., 107, 106, 98, 107, 111
OCC(O)C(O)C(O)C(/C=N/Nc1ccccc1)=N/Nc1ccccc1 (stereo not given)
 : 75, 88, 83, 93, 99, 75, 97, 93, 84
CCN(CC)c1ccc(C(=O)O)cc1
 : 108, 107, ., 104, 111, 116, 124, 109, 106
